T cell HTS: modulators of CD8 T cell-vesicle binding, primary screen, mouse 2C CD8+ T cells, flow cytometry. 2C CD8+ T cell-vesicle binding; active compounds read low. calls only at 7 µM. actives 0.068% (n = 330,000);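 active = response, share of CD8 T cells binding vesicles, and their 90th percentile fluorescence all below set limits, cut at about 80% in these data, passing the limit was not always enough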
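incubation = binding step 1.5 h, 37 °C, antibody labelling 20 min, ice | test system = 2C mouse CD8+ T cells | read-out basis = percent CD8+ FL2 mean versus row control | controls = Peptide-free naked vesicles (low) and QL9 vesicles with 0.7% DMSO vehicle (high) | detection = flow cytometry of vesicle-bound cells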
West Nile virus CPE: West Nile virus antiviral activity, cell-based, CPE readout (AID 1621). West Nile virus-infected cells, CPE inhibition; higher % means a stronger effect. one-dose CPE inhibition, % at 10 µM; IC50 in µM for titrated hits. actives 0.02% (n = 290,000); in the data active = a potency from the dose series; inconclusive = CPE inhibition mostly from about 3.7% at the one dose, without a potency; inactive = the rest, 99 in 100 with CPE inhibition below about 2.2%; note: strong numbers were not always called active
WT yeast gro inh: growth inhibition of WT strain, primary screen, mitochondrial fusion inhibitor project, WT and mutant strains, chemical genetic. mitochondrial fusion phenotypic screen. inhibition, % at 10 µM. actives 2.1% (n = 190,000); in the data active = inhibition above about 58%; tested in S. cerevisiae
SV40 large T antigen: SV40 large T antigen inhibitors, biochemical (AID 1903); SV40 large T antigen ATPase/helicase inhibition assay; higher % means a stronger effect; one-dose inhibition, % at 20 µM; IC50 in µM for titrated hits; actives 0.39% (n = 310,000); in the data active = a potency from the dose series; inconclusive = inhibition mostly from about 32% at the one dose, without a potency; inactive = the rest, 99 in 100 with inhibition below about 32%; note: strong numbers were not always called active
bCat nuc transl: modulators of beta-catenin nuclear translocation, primary screen, imaging, HeLa cells, immunofluorescence, high-content; nuclear translocation activity, % at 5 µM; actives 0.3% (n = 190,000); AID 1665, 2009;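 active = nuclear translocation activity above 50% at 5 µM, with a well cell count of 50 or more; inconclusive = wells under 50 cells across six images, flagged as toxic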;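 note: per-cell ratio of nuclear to cytoplasmic median beta-catenin stain intensity; plate controls were DMSO negative control for no effect and GSK-3 inhibitor IX positive control for full effect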
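Test system: human HeLa cells, native beta-catenin. Compound dosing: 5 µM primary single dose, 0.1% DMSO, 0.02–20 µM confirmation series. Incubation: compound exposure 24 h at 37°C. Detection: beta-catenin immunostaining with DAPI counterstain, 20x imaging, 6 fields/well. Read-out basis: Nuclear/cytoplasmic beta-catenin signal ratio, % activation.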
Rac1 GTP hydrolysis: MgcRacGAP GTPase-activating activity inhibitors, confirmation, biochemical, ADP Hunter fluorescence. MgcRacGAP-stimulated Rac1 GTP hydrolysis, ADP Hunter fluorescence; higher % means a stronger effect; GST-tagged Rac1 F28L mutant substrate. inhibition, % at 30 µM, or IC50 in µM where a hit was titrated. actives 0.6% (n = 340,000). AID 624330, 2012;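 active = first-screen hits whose inhibition reached a set limit at any dose in the follow-up dose series; inconclusive = inhibition above the set first-screen limit but never retested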;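 note: fluorescence reports GDP produced by GAP-driven GTP hydrolysis; strong numbers were not always called active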
RSV antiviral HEp-2: RSV antiviral activity via CPE protection, HEp-2 cells, primary 10 µM value included (AID 2391); HEp-2 cells, RSV-induced CPE inhibition; higher % means a stronger effect; CPE inhibition, % at 10 µM, or IC50 in µM where a hit was titrated; actives 0.13% (n = 310,000); in the data active = a potency from the dose series; inconclusive = CPE inhibition mostly from about 23% at the one dose, without a potency; inactive = the rest, 99 in 100 with CPE inhibition below about 21%; note: strong numbers were not always called active
PhoP inhibition: inhibitors of PhoP regulon expression, primary screen, Salmonella Typhimurium, GFP reporter (AID 1863) | S. Typhimurium PhoP-regulated promoter GFP reporter, 4 h; higher % means a stronger effect | inhibition, % at 50 µM; hits with a dose series show IC50 in µM | actives 0.16% (n = 300,000);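 active = inhibition over 29.93%, a cutoff 3 SD above the screen mean, later confirmed by dose response; inconclusive = inhibition over 29.93% but no dose response follow-up; inactive = inhibition at most 29.93% or unconfirmed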;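 note: 0% = low Mg2+ inducing control and 100% = high Mg2+ repressing control; strong numbers were not always called active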
Myeloid diff MLP: induction of myeloid progenitor differentiation, primary screen, cell-based, flow cytometry, MLPCN library; ER-HoxA9 myeloid progenitors, lysozyme-GFP differentiation; calls only at 10 µM; actives 1% (n = 360,000);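 active = normalized GFP-positive differentiation at or above the plate's own cutoff, the solvent-only control mean plus 3 SD; inconclusive = no clear call, values can overlap the other calls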;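 note: cells exposed to compound for four days before flow analysis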
WT yeast gro inh mutant strain: further read-out of WT yeast gro inh, marked with its call; inhibition, %; mitochondrial fusion phenotypic screen, mutant strain inhibition
bCat nuc transl cell count 5 µM: recorded beside bCat nuc transl, whose call it bears; cell count; measured here: cell count, cytotoxicity flag
T cell HTS vesicle-bound %: second read-out of T cell HTS, no call of its own (marks repeat the call); double positive events, %; measured here: CD8+ vesicle-bound cell fraction;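 binding gate set so that unloaded-vesicle control wells show 10% double positive cells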
Myeloid diff MLP GFP+ MAC1+ %: also measured in Myeloid diff MLP; calls as there; GFP+ MAC1+ double positive, %; measured here: differentiation confirmed by MAC1 staining
* hit, by the source's call; i = inactive; ? = inconclusive; nt = not tested or not shown.

Structure	T cell HTS	T cell HTS vesicle-bound %	West Nile virus CPE	WT yeast gro inh	WT yeast gro inh mutant strain	SV40 large T antigen	bCat nuc transl	bCat nuc transl cell count 5 µM	Rac1 GTP hydrolysis	RSV antiviral HEp-2	PhoP inhibition	Myeloid diff MLP	Myeloid diff MLP GFP+ MAC1+ %
O=c1c(S(=O)(=O)c2ccc(Cl)cc2)cn(Cc2cccc(F)c2)c2ccc(F)cc12	i	22	-1.5%	-3	-17	-7%	-0.2	1113	-2%	4.0%	-3%	i	0.4
CCOc1ccccc1NC(=S)N1CCN(c2ccccc2F)CC1	i	59	-1.3%	nt	nt	17%	nt	nt	9%	5.6%	5%	i	0.2
Cc1ccc(CC2S/C(=N/c3ccccn3)NC2=O)cc1 (stereo unspecified)	i	21	0.2%	-16	0	0%	-2.5	1144	14%	2.6%	2%	i	0.8
O=C(CCc1ccncc1)N1CCCC(Nc2ccc(F)cc2)C1 (stereo unspecified)	i	23	-0.5%	nt	nt	17%	nt	nt	11%	0.3%	-2%	i	1.7
CC(=O)Nc1nccc(-c2cc(-c3ccccc3)no2)n1	i	43	-0.4%	nt	nt	10%	-0.1	1305	nt	nt	-9%	nt	nt
c1ccc(-n2cnnc2SCc2cn3ccsc3n2)cc1	i	49	0.0%	18	-27	10%	-4.5	886	3%	0.0%	3%	i	0.8
COc1ccc(OC)c(NC(=O)c2ccc3c(c2)CCN3S(C)(=O)=O)c1	i	30	-0.5%	nt	nt	7%	nt	nt	9%	2.1%	1%	i	0.7
COc1cc(S(=O)(=O)N2CCCC2)c(C)cc1C	i	57	0.2%	-15	-17	7%	-1.0	1132	1%	-0.6%	-9%	i	0.1
CCn1c(SCC(=O)Nc2ccc3c(c2)OCCO3)nnc1-c1cccs1	i	44	0.2%	2	-4	7%	nt	nt	4%	-0.9%	1%	i	11
COC(=O)c1ccc(CN2CCCC(C(=O)c3ccccc3OC)C2)cc1 (stereo unspecified)	i	47	-0.3%	nt	nt	3%	nt	nt	10%	0.3%	2%	i	0.2
O=C(COC(=O)CNC(=O)C1CCCCC1)Nc1ccc2c(c1)OCCO2	i	44	0.3%	7	1	2%	-4.0	1058	2%	-0.8%	-7%	i	0.4
CCCS(=O)(=O)Nc1ccc(-c2cn3c(n2)SCC3)cc1	i	51	0.7%	nt	nt	17%	nt	nt	14%	1.4%	2%	i	0.4
O=C(c1cc(S(=O)(=O)N2CCOCC2)ccc1Cl)N1CCOCC1	i	23	0.5%	nt	nt	13%	nt	nt	9%	1.9%	3%	i	1.5
COc1ccc(Br)cc1/C=N/NC(=O)CN1CCCCC1	i	12	-0.3%	nt	nt	-1%	nt	nt	14%	-0.5%	0%	i	0.4
CCCC(=O)N(CCN1CCOCC1)c1nc2c(OC)ccc(C)c2s1	i	21	-0.3%	nt	nt	8%	nt	nt	14%	0.0%	9%	i	3.0
COc1cccc(CC(NC(C)=O)C(=O)NC2CCN(c3c(Cc4ccccc4)c(C)nc4ncnn34)CC2)c1 (stereo unspecified)	i	0	1.1%	-9	-18	9%	1.4	437	12%	1.7%	4%	i	1.2
O=C(NCCCn1ccnc1)C(=O)c1cn(CC(=O)N2CCCCCC2)c2ccccc12	i	37	nt	-15	7	25%	-1.5	1113	-2%	-2.5%	-5%	i	0.4
CC/C(CC(=O)C(F)(F)F)=N\NC(=O)/C(C#N)=C/N(C)C	i	42	0.3%	-4	-3	15%	-0.7	1004	7%	0.1%	8%	i	0.4
COc1ccccc1C(N)=S	i	6	1.8%	4	-8	-3%	-2.5	584	6%	1.0%	-3%	i	1.8
Cc1ccc(S(=O)(=O)N2CCC(C(N)=O)CC2)cc1[N+](=O)[O-]	i	53	0.1%	nt	nt	-3%	nt	nt	16%	2.2%	-2%	i	0.5

Next section
Structure	T cell HTS	T cell HTS vesicle-bound %	West Nile virus CPE	WT yeast gro inh	WT yeast gro inh mutant strain	SV40 large T antigen	bCat nuc transl	bCat nuc transl cell count 5 µM	Rac1 GTP hydrolysis	RSV antiviral HEp-2	PhoP inhibition	Myeloid diff MLP	Myeloid diff MLP GFP+ MAC1+ %
CCOc1ccccc1NC(=O)CSc1nnc(CNC(=O)COc2ccc(Cl)cc2)o1	i	24	-1.0%	7	-18	-4%	-0.2	1006	7%	1.5%	15%	i	0.5
COc1cccc(/C=N/NC(=O)Cn2ccnc2C)c1	i	45	-0.3%	-2	-1	5%	0.9	929	5%	1.6%	11%	i	0.3
O=C(OCCNc1nc(-c2ccccc2)nc2ccccc12)c1cccnc1	i	56	-0.1%	24	18	1%	0.7	1468	7%	6.3%	9%	i	0.2
CNc1nc(-c2c[nH]c3ccccc23)cs1	i	64	0.0%	33	42	21%	nt	nt	5%	3.9%	-4%	i	0.7
CC(C)c1ccc(/C=N/NC(=O)c2c(Cl)cnn2C)cc1	i	39	0.0%	-5	-13	6%	0.3	614	14%	5.4%	8%	i	0.4
CCOc1ccc(N2C(=O)NC(Cc3c[nH]c4ccccc34)C2=O)cc1 (stereo unspecified)	i	16	-0.1%	7	19	-2%	nt	nt	11%	0.5%	2%	i	1.3
CCCC(=O)Nc1ccc(NCc2ccc(C)s2)cc1	i	63	-1.2%	nt	nt	18%	nt	nt	13%	2.2%	-4%	i	0.9
O=C(Nc1cccc2nsnc12)c1cccnc1	i	41	-0.3%	-4	-17	5%	nt	nt	7%	2.0%	-1%	i	0.2
CCCCOc1ccccc1C(=O)NCCCCCC(=O)O	i	46	nt	5	14	17%	-5.4	1008	5%	3.2%	-12%	i	1.7
CN1C(=O)CSC1=Nc1cccc(Cl)c1	i	68	-0.1%	nt	nt	8%	nt	nt	4%	2.5%	0%	i	0.3
COc1ccc(/C=N/Nc2cc(C)nc(N3CCOCC3)n2)cc1	i	9	0.4%	nt	nt	3%	1.8	1299	6%	5.4%	-1%	i	0.7
NC(=O)[C@@H]1CCCN1C(=O)c1cc(COc2ccc(F)cc2F)on1	i	20	0.6%	nt	nt	16%	nt	nt	4%	-1.9%	-4%	i	6.4
CC(=O)Nc1ccc(/C=N/Nc2nc3ccccc3s2)cc1	nt	nt	-0.3%	nt	nt	4%	-2.7	1153	18%	nt	-7%	i	0.3
c1cc(-n2cnnn2)ccc1NC1=NCCC1	i	36	-0.3%	-1	-1	1%	-3.0	1180	9%	0.1%	-10%	i	1.1
CCCC(=O)NCCc1cc2cc(C)c(C)cc2[nH]c1=O	nt	nt	-0.1%	-1	6	-4%	-1.4	1228	17%	nt	3%	i	5.9
COc1cccc(NC(=O)[C@@H]2CCC(=O)N2C2OC(=O)c3ccccc32)c1 (stereo partly specified)	i	60	-0.8%	nt	nt	10%	nt	nt	-1%	0.4%	-4%	i	3.6
CCCCNC(=O)N1CCC(CCC(=O)N(C)Cc2ccccc2)CC1	i	37	-0.9%	nt	nt	6%	nt	nt	2%	0.5%	-3%	i	0.6
COc1ccccc1C1=NN(C(=O)c2ccccc2)C(c2ccc(Br)cc2)C1 (stereo unspecified)	i	56	-1.4%	nt	nt	2%	nt	nt	12%	0.6%	5%	i	0.4
Fc1ccccc1N1CCN(c2ncnc3nc[nH]c23)CC1	i	15	0.4%	nt	nt	13%	0.1	1283	0%	4.0%	nt	i	0.4
O=C(CN1CCN(S(=O)(=O)c2cccc(Cl)c2)CC1)N1CCCCC1	i	57	nt	nt	nt	nt	nt	nt	7%	0.9%	nt	i	0.4

More structures follow.
Structure	T cell HTS	T cell HTS vesicle-bound %	West Nile virus CPE	WT yeast gro inh	WT yeast gro inh mutant strain	SV40 large T antigen	bCat nuc transl	bCat nuc transl cell count 5 µM	Rac1 GTP hydrolysis	RSV antiviral HEp-2	PhoP inhibition	Myeloid diff MLP	Myeloid diff MLP GFP+ MAC1+ %
Cc1cccc(NC(=O)Nc2ccncc2)c1	i	56	-0.3%	0	1	9%	-4.8	1118	3%	1.6%	6%	i	0.1
Cc1cccc(C)c1OCc1cc(C(=O)N2CCCCCCC2)no1	i	41	-1.1%	nt	nt	20%	nt	nt	5%	8.8%	1%	i	1.2
CCCC(=O)Nc1ccc(S(=O)(=O)N2CCC(c3nc4ccccc4[nH]3)CC2)cc1	i	18	nt	nt	nt	5%	nt	nt	0%	?	8%	i	0.2
Nc1[nH]n(-c2ccccc2)c(=O)c1N=Nc1ccc2ncsc2c1	i	38	0.2%	nt	nt	25%	1.1	1231	12%	0.4%	-4%	i	0.7
CCN1C(=O)[C@@H]2[C@@H](c3ccc(-c4ccc(OC)cc4)c(OC)c3)N3CCC[C@@]3(C(=O)OC)[C@@H]2C1=O	i	34	nt	nt	nt	10%	nt	nt	6%	4.9%	-10%	i	1.4
CCOc1ccc(Cc2n[nH]c(=S)n2N)cc1	i	46	0.0%	-6	7	11%	1.0	1108	7%	1.1%	-3%	i	0.6
CCCCSc1nc2[nH]ncc2c(=O)[nH]1	i	29	0.2%	-6	-12	7%	-6.4	541	8%	4.0%	19%	i	0.0
Cc1ccc(Nc2nc(CSc3n[nH]c(N)n3)cs2)cc1	i	34	-0.6%	nt	nt	16%	0.5	1249	13%	?	-4%	i	0.3
Cc1ccc(SCC(=O)NCc2ccc(F)cc2)cc1	i	43	0.1%	3	6	3%	-3.6	981	2%	-0.5%	0%	i	1.0

High-throughput results: PubChem BioAssay, several laboratories
